High-throughput results as filed in PubChem BioAssay.
SUMO HTRF inh = SUMOylation inhibition; HTRF SUMOylation assay, SAE1/SAE2 + UBC9, in vitro; P63279; inhibition, % at 35 µM; 290,000 tested, 0.36% active; in the data active = inhibition above about 50%, passing the limit was not always enough; also: strong numbers were not always called active
NS3 helicase inh = HCV NS3 helicase inhibition | NS3 helicase DNA unwinding, Cy5 molecular beacon fluorescence | inhibition, % at 10.9 µM | 290,000 tested, 0.56% active;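 active = inhibition above the mean of all tested compounds plus 3 SD, set per campaign, cut at about 35% in these data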;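 also: 0% = DMSO wells and 100% = thioflavine S control wells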
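System: NS3 helicase fragment of HCV / Schedule: 1 h at 25 °C / Control set: DMSO alone as 0% and 110 µM thioflavine S as 100% / Reagent: Cy5/quencher beacon DNA duplex and ATP to start / Technique: Cy5 fluorescence / Replication: singlicate / Evaluation: % inhibition of end-to-start signal ratio versus controls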
PHOSPHO1 inh = blocks human PHOSPHO1 phosphatase activity; Q8TCT1; recombinant PHOSPHO1, absorbance phosphatase assay; inhibition, % at 13.3 µM; 290,000 tested, 1.1% active; in the data active = inhibition above about 60%
VIM-2 inhibitor = blocks Pseudomonas aeruginosa VIM-2 metallo-beta-lactamase | purified VIM-2, nitrocefin hydrolysis, epi-absorbance fluorescence | inhibition, % at 5.6 µM | 290,000 tested, 0.89% active;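 active = inhibition above the mean of all tested compounds plus 3 SD, cutoff set per screening run, cut at about 7.5% in these data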;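 also: red hydrolysis product quenches plate fluorescence so inhibitors raise well fluorescence; 0% = enzyme with DMSO and 100% = DMSO without enzyme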
p-CIP stab down = compounds decreasing mouse p/CIP protein stability; 290,000 tested, 0.01% active; Q05BA5; decrease of EGFP signal, % at 10 µM; F442A p/CIP-EGFP cells, EGFP fluorescence, 16 h;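 active = EGFP signal decrease of at least 30% at 10 µM or well 3 SD below plate mean, unless failing retest; inactive = the rest, including hits failing retest or dose response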; also: some compounds called inactive have numbers as strong as hits; many of its hits are not listed in these tables
Target sequence (Q05BA5 1-1403): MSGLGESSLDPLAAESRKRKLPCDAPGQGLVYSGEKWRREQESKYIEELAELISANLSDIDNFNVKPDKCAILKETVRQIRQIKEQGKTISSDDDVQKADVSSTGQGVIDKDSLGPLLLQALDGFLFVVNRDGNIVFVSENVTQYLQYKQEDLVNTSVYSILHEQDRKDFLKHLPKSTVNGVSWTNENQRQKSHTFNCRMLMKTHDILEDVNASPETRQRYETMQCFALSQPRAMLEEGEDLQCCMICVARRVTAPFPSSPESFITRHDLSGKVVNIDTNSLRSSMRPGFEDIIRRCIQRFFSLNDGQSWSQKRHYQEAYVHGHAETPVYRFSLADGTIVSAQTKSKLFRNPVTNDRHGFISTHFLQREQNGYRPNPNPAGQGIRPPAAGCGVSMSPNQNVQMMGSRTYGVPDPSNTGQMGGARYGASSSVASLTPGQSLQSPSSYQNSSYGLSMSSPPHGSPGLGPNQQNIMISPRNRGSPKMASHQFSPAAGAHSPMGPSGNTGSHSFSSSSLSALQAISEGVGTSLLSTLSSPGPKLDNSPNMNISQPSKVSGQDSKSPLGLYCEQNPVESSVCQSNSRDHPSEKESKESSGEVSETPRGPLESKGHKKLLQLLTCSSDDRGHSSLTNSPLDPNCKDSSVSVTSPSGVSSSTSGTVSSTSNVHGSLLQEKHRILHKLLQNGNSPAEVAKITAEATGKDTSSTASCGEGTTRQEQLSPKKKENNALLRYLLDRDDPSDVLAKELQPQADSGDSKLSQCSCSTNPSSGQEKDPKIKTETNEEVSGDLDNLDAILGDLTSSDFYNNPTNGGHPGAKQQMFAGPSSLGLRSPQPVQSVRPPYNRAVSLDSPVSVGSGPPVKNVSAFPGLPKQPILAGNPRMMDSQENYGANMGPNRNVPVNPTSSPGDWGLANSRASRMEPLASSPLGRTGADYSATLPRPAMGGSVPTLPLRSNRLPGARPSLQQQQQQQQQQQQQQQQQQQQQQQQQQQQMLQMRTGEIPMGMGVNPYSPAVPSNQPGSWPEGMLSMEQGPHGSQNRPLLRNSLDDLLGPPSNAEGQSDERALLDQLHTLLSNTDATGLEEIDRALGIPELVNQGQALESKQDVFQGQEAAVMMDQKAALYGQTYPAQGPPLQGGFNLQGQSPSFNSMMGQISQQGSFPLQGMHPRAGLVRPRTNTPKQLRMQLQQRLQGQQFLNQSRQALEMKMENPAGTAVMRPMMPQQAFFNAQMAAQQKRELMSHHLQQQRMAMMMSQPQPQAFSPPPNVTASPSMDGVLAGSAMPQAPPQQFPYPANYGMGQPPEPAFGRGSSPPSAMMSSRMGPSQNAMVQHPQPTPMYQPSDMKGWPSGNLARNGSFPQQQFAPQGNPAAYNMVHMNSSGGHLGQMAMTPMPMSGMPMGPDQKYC
IMP-1 inhibitor = blocks Pseudomonas aeruginosa IMP-1 metallo-beta-lactamase | inhibition, % at 5.6 µM | 290,000 tested, 0.45% active | purified IMP-1, nitrocefin hydrolysis, epi-absorbance fluorescence;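 active = inhibition above the mean plus 3 SD of all compounds in the same screening run, cut at about 4.5% in these data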;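 also: 0% = IMP-1 with DMSO and 100% = DMSO wells lacking enzyme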
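System: purified recombinant IMP-1 beta-lactamase. Medium: Zinc- and detergent-supplemented HEPES buffer, pH 7.1. Compound: one 5.6 µM dose […]. Schedule: 15 min preincubation plus 25 min reaction at 25 °C. Technique: Epi-absorbance fluorescence, 480 nm excitation, 530 nm emission.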
FID counter = counter-screen for HCV NS3 helicase inhibitors: DNA intercalator displacement | DNA fluorescent intercalator displacement, fluorescence | inhibition, % at 7.9 µM | 290,000 tested, 0.17% active; in the data active = inhibition above about 37%;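 also: 0% = vehicle and 100% = reference compound; higher means more ethidium bromide displaced from hairpin DNA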
IDE act = boosts human insulin-degrading enzyme activity in HEK cells | P14735 | FAbeta-B cleavage, fluorescence polarization; 0% vehicle, 100% cell-free pure enzyme wells | activation, % at 5.96 µM | 340,000 tested, 0.073% active;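 active = activation above the mean of all tested compounds plus 3 SD, set per screening campaign, cut at about 17% in these data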
MEKK3 PB1 HTS = MEKK3-MEK5 PB1 interaction, increase or decrease; 290,000 tested, 1.4% active; binding response (% of control), % at 10 µM; bead-based flow cytometry, Alexa488-MEK5 binding to MEKK3; actives lie on both sides; 0 = blocked by unlabeled MEK5, 100 = vehicle; AID 1529;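 active = binding response more than 3 SD above or below the average of its plate-row segment, actives on both sides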;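 also: Alexa488 bead fluorescence after subtracting the streptavidin-only scavenger bead signal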
* marks the source's active call; other numbers are inactive results; nt = not tested or not shown. Some of the compounds tested. The share of hits here may be higher or lower than overall.

SMILES	SUMO HTRF inh	NS3 helicase inh	PHOSPHO1 inh	VIM-2 inhibitor	p-CIP stab down	IMP-1 inhibitor	FID counter	IDE act	MEKK3 PB1 HTS
Cc1ccc(N2CC(C(=O)N/N=C/c3c(F)cccc3Cl)CC2=O)cc1 (configuration not stated)	15	2	13	-1.2	4	-1.6	-52	9	99
CCN1CCN(CCC(=O)Nc2ccc(Br)cc2)CC1	1	4	16	-0.8	3	-2.5	10	6	99
CCOC(=O)C1=C(C)N(C)C(=O)NC1c1c(O)ccc2ccccc12 (configuration not stated)	0	6	36	-5.6	-8	-1.0	-30	-1	102
CN(C(=O)CS(=O)(=O)c1cn(CC(=O)N2CCCCC2)c2ccccc12)c1ccccc1	10	0	41	-2.0	-3	-2.3	-49	2	101
COc1ccc(CCC(=O)Nc2nc3ccccc3[nH]2)cc1OC	10	2	0	-1.8	2	-1.8	-10	6	99
CCn1c(CCc2ccccc2)nnc1SCC(N)=O	2	-4	nt	-4.0	-6	-0.8	-2	8	107
c1ccn2c(c1)nc1c2nc2ccccn21	18	-8	-23	-0.8	-2	0.4	3	0	99
COc1ccc(NS(=O)(=O)c2cc(NC(=O)c3ccc(C)s3)ccc2N2CCOCC2)cc1	-18	13	27	-4.5	-16	-2.4	-17	5	102
CCCc1[nH]nc2c1C(c1ccccc1OC)C(C#N)=C(N)O2 (configuration not stated)	-20	-1	13	-3.6	12	-5.9	1	2	103
CCOC(=O)c1c(CC(C)C)csc1NC(=O)CCl	5	-5	-7	-1.9	1	-4.2	-6	0	nt
Cc1cccc(C(=O)N2N=C(c3ccc(NS(C)(=O)=O)cc3)CC2c2cccs2)c1 (configuration not stated)	-14	-5	33	2.4	0	-0.8	-22	0	104
Cc1nc2nc[nH]n2c(=O)c1NS(C)(=O)=O	19	5	-30	-2.9	-5	-1.1	4	3	103
COCCNC(=O)C1CCC(CNS(=O)(=O)c2c(C)cc(C)cc2C)CC1 (configuration not stated)	-6	0	44	-0.3	4	0.2	-38	2	102
O=C(Nc1cccnc1)c1ccc(-c2ccccc2)cc1	-3	1	-4	-2.2	-6	-0.7	-2	-9	114
O=C1OCC2=C1C(c1ccccc1)CC(=O)N2c1cccc(F)c1 (configuration not stated)	10	2	18	-1.5	7	-2.6	-2	3	99
CCC(=O)N1CCN(c2ccc(Cl)cc2NC(=O)c2cccc([N+](=O)[O-])c2)CC1	26	2	25	-1.9	-1	-1.9	4	4	112
CC(C)n1c(NCc2cccs2)nc2ccccc21	24	-11	4	-4.1	-14	-3.3	4	3	94
COc1ccc(/C=N/NC(=O)c2ccc(O)cc2)cc1CN1CCCc2ccccc21	10	-14	-4	-3.7	4	-3.1	-5	1	97
COc1ccc(F)c(-c2nc(CN3CCC(c4ccccc4)CC3)c(C)o2)c1	-4	-19	-3	-1.6	-3	-3.3	3	2	102
O=C1c2ccccc2C(Nc2ccccc2)N1c1cccnc1 (configuration not stated)	6	-1	1	-1.2	-5	-2.0	-3	-4	100
Cc1cc(C(=O)N2CCCC(N3CCN(c4cccc(Cl)c4)CC3)C2)nc(C)n1 (configuration not stated)	12	-5	30	-0.7	-9	-1.8	-38	1	101
COc1ccc(Br)c(C(=O)Nn2c(C)nc3ccccc3c2=O)c1	5	1	-3	-1.1	-12	0.0	-1	2	97
O=C(Nc1nc(-c2cccs2)cs1)c1cccc(S(=O)(=O)N2CCCCCC2)c1	-12	-21	2	-4.2	-17	-2.5	-10	0	103
Cc1cc(C)nc(N(C#N)S(=O)(=O)c2ccc(Br)cc2)n1	19	11	14	-0.6	-5	-2.1	-2	nt	nt
O=C(NC12CC3CC(CC(C3)C1)C2)c1cncc(Br)c1	4	2	15	1.3	-20	-2.2	-22	4	105
(list continues)
SMILES	SUMO HTRF inh	NS3 helicase inh	PHOSPHO1 inh	VIM-2 inhibitor	p-CIP stab down	IMP-1 inhibitor	FID counter	IDE act	MEKK3 PB1 HTS
COc1ccc(N2CCN(C(=O)c3ccc4nc(N5CCCCC5)sc4c3)CC2)cc1	10	-5	-14	-1.1	-14	-4.0	-10	-16	100
COc1ccc(N2CCN(c3nc4ccccn4c(=O)c3C=O)CC2)cc1	2	-1	-17	-2.4	1	-3.1	-9	9	97
O=S(=O)(c1ccc(Cl)c(NC(=S)N/N=C/c2c(F)cccc2F)c1)N1CCOCC1	0	2	-2	10*	-15	-3.2	-6	-12	95
Cc1cc(OCC(=O)NCc2ccncc2)ccc1Cl	-10	3	-3	-4.7	5	-2.4	-3	-5	92
CCCn1cnc2c(cnn2-c2ccc(F)cc2)c1=O	20	1	18	-1.4	-1	-3.6	-11	5	103
COCCCN1CC23C=CC(O2)C(C(=O)O)C3C1=O (configuration not stated)	3	12	11	-1.9	-14	-6.2	-4	5	100
CC1CN(c2nc(-c3ccc(Br)cc3)nnc2-c2ccccc2)CC(C)N1 (configuration not stated)	-6	-51	36	-3.8	4	-1.2	21	1	nt
O=C(O)c1ccc(N2C(=O)/C(=C\c3ccccc3)N=C2c2ccccc2)cc1	-14	-3	4	2.0	7	-0.9	-32	8	105
COc1ccc(C2C=C(c3ccc(Cl)cc3)Nc3nc(NC(C)=O)nn32)cc1 (configuration not stated)	27	-10	2	-0.8	-3	-3.0	-3	nt	nt
NNC(=O)c1cncc(Br)c1	-12	-4	4	-3.7	-2	-4.0	-7	nt	103
Cc1ccccc1C(=O)Nc1ccc(O)c2c(=O)cc(-c3ccccc3Cl)oc12	-5	nt	18	nt	-4	nt	nt	4	98
CC(=O)OC1C2CCC1C([N+]1(C)CCCCC1)CC2 (configuration not stated)	4	-6	-4	-1.2	1	-2.4	-3	-2	99
COc1ccc(S(=O)(=O)Cc2ccc(C(=O)NC3CCCCC3)o2)cc1	5	-3	5	-1.0	-8	-2.7	-28	1	96
CN(C)c1ccc(/C=N\NC(=S)SCN2C(=O)C3CCC(C)(C2=O)C3(C)C)cc1 (configuration not stated)	-18	-5	9	-1.0	-2	-3.9	-21	2	95
CCOc1ccccc1C(=O)N(C)CC(=O)Nc1ccc(OC)cc1	8	3	29	-2.3	-6	-1.9	-10	4	99
Cc1ccc(NC2=CC(=O)CCC2)cc1C	4	25	3	0.3	3	-5.7	-2	3	99
Cc1oc2ccc(OC(C(=O)O)c3ccccc3)cc2c1C(=O)O (configuration not stated)	7	33	9	-1.6	8	-4.7	-3	1	107
COc1ccc2c(c1)CCc1c(C(=O)N(C)c3ccccc3)noc1-2	10	-20	2	-3.6	7	-2.5	-25	2	105
CCCCOC(=O)CCc1c(C)n[nH]c1C	6	7	-1	-0.7	2	-1.3	-5	nt	99
Cc1ccc(NC(=O)CN2C(=O)/C(=C3\SC(=S)N(C4CCS(=O)(=O)C4)C3=O)c3ccccc32)cc1 (configuration not stated)	13	13	-4	-1.7	-3	-3.6	3	2	100
Cc1nnc(C)n1/N=C/c1ccc(C(C)C)cc1	32	1	13	-0.3	-17	1.7	-3	-1	99
COc1ccc(CCNC(=O)c2ccc(CS(=O)(=O)c3ccc(Br)cc3)o2)cc1OC	12	-4	37	-5.2	2	-2.3	-45	2	95
COc1ccccc1NC(=O)CC1C(=O)Nc2c1c(=O)n(C)c(=O)n2C (configuration not stated)	-27	-1	-7	-1.0	3	-4.3	-2	0	86
CCOC(=O)c1ccccc1NC(=O)c1cc2ccccc2o1	-1	-5	14	-1.6	-7	-3.2	-9	1	99
Cc1ccc(C2(C)NC(=O)N(CC(=O)c3ccc(Cl)s3)C2=O)cc1 (configuration not stated)	4	21	-4	-3.1	-1	-3.9	-22	1	110

Compound profiles, as listed above. Order of values: SUMO HTRF inh, NS3 helicase inh, PHOSPHO1 inh, VIM-2 inhibitor, p-CIP stab down, IMP-1 inhibitor, FID counter, IDE act, MEKK3 PB1 HTS
Shown for COCCCN1CC23C=CC(O2)C(C(=O)O)C3C1=O (configuration not stated) : 3, 12, 11, -1.9, -14, -6.2, -4, 5, 100
Shown for CN(C)c1ccc(/C=N\NC(=S)SCN2C(=O)C3CCC(C)(C2=O)C3(C)C)cc1 (configuration not stated) : -18, -5, 9, -1.0, -2, -3.9, -21, 2, 95

Remaining list, next part.
SMILES	SUMO HTRF inh	NS3 helicase inh	PHOSPHO1 inh	VIM-2 inhibitor	p-CIP stab down	IMP-1 inhibitor	FID counter	IDE act	MEKK3 PB1 HTS
O=C(NCc1ccccc1)c1noc2c1CCCCC2	30	1	-7	-0.9	-8	-3.2	-7	7	93
COc1ccc(C2N3CC4(C)CN2CC(C)(C3)C4O)cc1 (configuration not stated)	-18	-2	-6	-4.4	6	-3.3	-2	8	104
O=C(COc1ccc(OCc2ccccc2)cc1)NC1CCOC1=O (configuration not stated)	9	7	16	-2.0	-14	-3.3	-7	2	97
Cc1c(C(=O)NCCN2CCOCC2)sc2nc(-c3ccc(F)cc3)cn12	nt	-10	nt	-1.0	nt	-3.3	-3	-4	103
CC(C)(C)c1ccc(Cn2c(=N)n(CC(O)c3ccco3)c3ccccc32)cc1 (configuration not stated)	-4	-54	41	-3.5	-22	-2.3	26	4	100
Cc1noc(NS(=O)(=O)c2ccc(N/C=C/C(=O)c3ccc(F)cc3)cc2)c1C	14	11	-23	-4.7	4	-3.1	-35	5	105
N#CC1CCN(C(=O)c2ccc3c(Cl)c4c(nc3c2)CCCC4)CC1	-6	1	12	1.1	-6	-0.9	-42	4	102
Cc1ccc(NC(=O)CS(=O)CC(=O)N(c2ccccc2)C(C)C(=O)NC2CCCC2)cc1 (configuration not stated)	-8	10	-5	-3.2	-2	-4.2	-37	2	106
COc1ccc(-c2nc(C#N)c(N3CCCCCC3)o2)cc1OC	13	1	23	-2.8	-13	0.2	-7	-1	113

By substructure: the entries above with fluorine.
SMILES	SUMO HTRF inh	NS3 helicase inh	PHOSPHO1 inh	VIM-2 inhibitor	p-CIP stab down	IMP-1 inhibitor	FID counter	IDE act	MEKK3 PB1 HTS
Cc1ccc(N2CC(C(=O)N/N=C/c3c(F)cccc3Cl)CC2=O)cc1 (configuration not stated)	15	2	13	-1.2	4	-1.6	-52	9	99
O=C1OCC2=C1C(c1ccccc1)CC(=O)N2c1cccc(F)c1 (configuration not stated)	10	2	18	-1.5	7	-2.6	-2	3	99
COc1ccc(F)c(-c2nc(CN3CCC(c4ccccc4)CC3)c(C)o2)c1	-4	-19	-3	-1.6	-3	-3.3	3	2	102
O=S(=O)(c1ccc(Cl)c(NC(=S)N/N=C/c2c(F)cccc2F)c1)N1CCOCC1	0	2	-2	10*	-15	-3.2	-6	-12	95
CCCn1cnc2c(cnn2-c2ccc(F)cc2)c1=O	20	1	18	-1.4	-1	-3.6	-11	5	103
Cc1c(C(=O)NCCN2CCOCC2)sc2nc(-c3ccc(F)cc3)cn12	nt	-10	nt	-1.0	nt	-3.3	-3	-4	103
Cc1noc(NS(=O)(=O)c2ccc(N/C=C/C(=O)c3ccc(F)cc3)cc2)c1C	14	11	-23	-4.7	4	-3.1	-35	5	105
